Pol eta inh: inhibitors of human DNA polymerase eta | recombinant Pol eta, fluorescent DNA replication assay | Potency, µM (doses to about 114 µM), inactives show at the highest dose activity change, negative = inhibition, actives largely listed as inhibitors | 390,000 compounds, 1.2% hits; also: potency is read from the fitted curve at half-maximal effect; % is scaled to controls: 0 for no effect and ±100 for the full control effect
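Pol eta (10 nM) was preincubated with compounds for 15 min at room temperature, after which fluorescent replication substrate (50 nM final) was added to start the reaction. Fluorescence was read kinetically at 0 and 10 min.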
APEX1 inh: APE1 (human) endonuclease inhibition; P27695; recombinant APE1, TAMRA/BHQ-2 abasic DNA cleavage fluorescence; Potency, µM (highest dose often 65.8 µM), for inactives: at the top dose activity change, negative = inhibition, most hits filed as inhibitors; 350,000 compounds, 0.35% hits;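 also: potency is read from the fitted curve at half-maximal effect; plate controls were vehicle for no effect and reference inhibitor for full effect; nearly all actives have a fitted effect of over 55% in size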
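APE1 at 0.75 nM final was preincubated with compound 15 min at room temperature, then 50 nM double-stranded THF abasic-site substrate (5'-TAMRA/3'-BHQ-2) was added. Fluorescence (ex 525/em 598 nm) was read kinetically; third-minus-first read gave activity.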
Pol kappa inh: inhibitors of human DNA polymerase kappa. Q9UBT6. purified Pol kappa, fluorescent DNA synthesis assay, 10 min. Potency, µM (highest dose often 107 µM), for inactives: top-dose activity, negative = inhibition, actives largely listed as inhibitors. 400,000 compounds, 0.53% hits. AID 588579; also: potency is read from the fitted curve at half-maximal effect; % is scaled to controls: 0 for no effect and ±100 for the full control effect
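Kinetic fluorescence screen: compound preincubated 15 min RT with 10 nM enzyme; 50 nM substrate (final) initiates; reads at 0/10 min.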
BLM inh: blocks DNA unwinding by human BLM helicase | Potency, µM (series often up to 56.1 µM), for inactives: top-dose activity change, negative = inhibition, actives largely listed as inhibitors | 350,000 compounds, 0.2% hits | recombinant BLM DNA unwinding, fluorescence dequenching | P54132;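 also: potency is read from the fitted curve at half-maximal effect; plate controls were vehicle for no effect and no enzyme for full effect; nearly all actives have a fitted effect of over 35% in size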
Target sequence (P54132 whole entry, looked up): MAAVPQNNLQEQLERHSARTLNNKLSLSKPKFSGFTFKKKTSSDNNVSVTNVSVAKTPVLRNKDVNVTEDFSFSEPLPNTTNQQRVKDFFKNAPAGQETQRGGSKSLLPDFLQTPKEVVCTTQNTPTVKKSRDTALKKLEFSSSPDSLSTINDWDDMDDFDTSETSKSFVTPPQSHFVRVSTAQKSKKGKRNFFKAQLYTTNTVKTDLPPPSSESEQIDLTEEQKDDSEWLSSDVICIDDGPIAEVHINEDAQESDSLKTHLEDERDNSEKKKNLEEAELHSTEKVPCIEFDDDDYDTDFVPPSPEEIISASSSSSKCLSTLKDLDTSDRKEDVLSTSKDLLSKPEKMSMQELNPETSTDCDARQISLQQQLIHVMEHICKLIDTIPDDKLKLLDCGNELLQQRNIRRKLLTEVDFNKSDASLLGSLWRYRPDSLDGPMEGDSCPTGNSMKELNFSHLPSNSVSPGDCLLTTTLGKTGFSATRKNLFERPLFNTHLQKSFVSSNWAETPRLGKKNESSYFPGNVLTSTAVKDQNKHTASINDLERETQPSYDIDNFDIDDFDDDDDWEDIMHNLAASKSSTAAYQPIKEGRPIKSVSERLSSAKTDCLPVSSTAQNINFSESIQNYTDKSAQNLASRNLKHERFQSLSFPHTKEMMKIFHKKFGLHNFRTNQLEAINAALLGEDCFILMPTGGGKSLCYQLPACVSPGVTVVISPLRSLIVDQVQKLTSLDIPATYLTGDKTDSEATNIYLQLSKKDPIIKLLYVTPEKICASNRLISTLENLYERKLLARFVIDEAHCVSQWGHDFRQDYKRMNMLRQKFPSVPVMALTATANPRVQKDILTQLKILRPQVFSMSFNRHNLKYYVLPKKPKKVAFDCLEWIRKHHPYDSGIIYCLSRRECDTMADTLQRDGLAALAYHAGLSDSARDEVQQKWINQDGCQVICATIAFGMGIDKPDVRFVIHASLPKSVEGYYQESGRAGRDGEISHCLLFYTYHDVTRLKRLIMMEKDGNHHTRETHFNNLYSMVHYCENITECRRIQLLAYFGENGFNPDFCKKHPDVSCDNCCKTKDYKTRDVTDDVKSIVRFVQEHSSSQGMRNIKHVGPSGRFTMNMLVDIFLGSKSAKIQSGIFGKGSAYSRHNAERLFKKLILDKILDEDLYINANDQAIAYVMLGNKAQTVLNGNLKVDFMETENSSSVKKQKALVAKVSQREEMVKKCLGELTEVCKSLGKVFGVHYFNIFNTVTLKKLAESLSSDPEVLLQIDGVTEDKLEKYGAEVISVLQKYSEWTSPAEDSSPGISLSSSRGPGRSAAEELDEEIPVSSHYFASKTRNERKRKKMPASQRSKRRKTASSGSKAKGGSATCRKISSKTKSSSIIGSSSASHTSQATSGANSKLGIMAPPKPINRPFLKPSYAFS
Tb PGK inh: blocks T. brucei phosphoglycerate kinase. AID 602233. 380,000 compounds, 0.043% hits. Potency, µM (highest dose often 57.5 µM), for the others: top-dose activity change, negative = inhibition, actives largely listed as inhibitors. PGK/GAPDH coupled, Kinase-Glo luminescence, 60 min; also: potency is read from the fitted curve at half-maximal effect; % is scaled to controls: 0 for no effect and ±100 for the full control effect; nearly all actives have a fitted effect of over 60% in size
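Recombinant glycosomal PGK reaction used 1,3-bisphosphoglycerate generated in-well by GAPDH (100nM final) in 100mM TEA pH 7.6, 5mM MgCl2, 0.01% Tween-20. After 60 minutes at room temperature, ATP was read by Kinase-Glo Plus luminescence end-point.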
Anesthetic bind: binds horse apoferritin like a general anesthetic. Potency, µM (highest dose often 77.5 µM), for inactives: at the top dose activity change, negative = displacement, most hits filed as inhibitors. 350,000 compounds, 0.074% hits. apoferritin/1-aminoanthracene competitive binding, fluorescence. AID 485281. P02791; also: potency is read from the fitted curve at half-maximal effect; % is scaled to controls: 0 for no effect and ±100 for the full control effect; nearly all actives have a fitted effect of over 20% in size
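Probe: 1-aminoanthracene (50% saturated, PBS). Protein: horse-spleen apoferritin, 10 uM. Incubation: 10 min, room temperature. Detection: 380 nm excitation, 535 nm emission. Analysis: normalized response, four-parameter Hill.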
Pol beta inh: DNA polymerase beta (human) inhibition. P06746. Pol beta primer extension/strand displacement, fluorescence kinetic. Potency, µM (highest dose often 114 µM), for inactives: at the highest dose activity change, negative = inhibition, usual class: inhibitors. 340,000 compounds, 1.3% hits; also: potency is read from the fitted curve at half-maximal effect; % is scaled to controls: 0 for no effect and ±100 for the full control effect
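Reaction started by 50 nM substrate onto compound-treated Pol beta (10 nM, 15 min preincubation, room temperature); plates read at 0 min and 10 min. Normalized concentration-effect data fitted by four-parameter Hill equation.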
POLI inh: DNA polymerase iota (human) inhibition | Potency, µM (series often up to 115 µM), without a hit: top-dose activity, negative = inhibition, hits mostly inhibitors | 390,000 compounds, 1% hits | Pol iota fluorescent replication assay, 10 min; also: potency is read from the fitted curve at half-maximal effect
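Fluorescent replication assay read twice, at 0 min and 10 min after adding 50 nM (final) substrate. Enzyme (10 nM) and compounds were first incubated 15 min at room temperature; enzyme-free buffer wells were negative controls.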
RXFP1 antag: blocks the human relaxin receptor RXFP1 | Q9HBX9 | HEK293-RXFP1, relaxin-stimulated cAMP HTRF, 30 min; stronger effect = lower value | activity change, negative = inhibition, % at 57.5 µM | 350,000 compounds, 0.59% hits;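 active = activity change of -60% or lower, but not beyond a set lower limit; inconclusive = change between -60% and -40%, or beyond the set limit; inactive = change above -40%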; also: % is scaled to controls: 0 for no effect and ±100 for the full control effect
Numbers without * were called inactive; i = inactive; ? = inconclusive; . = not tested or not shown; [ ] = remark or other dose. Unless noted, calls follow the shape of the dose curve; as a rule, active = well fitted curve in the direction sought with a large enough effect; inconclusive = small, poorly fitted or top-dose-only effect, or another doubt; inactive = no such curve, though single readings can be large; an effect the other way counts as inactive or inconclusive. An excerpt; the hit share may differ from the screen's.

SMILES	Pol eta inh	APEX1 inh	Pol kappa inh	BLM inh	Tb PGK inh	Anesthetic bind	Pol beta inh	POLI inh	RXFP1 antag
O=C1c2oc3ccc(F)cc3c(=O)c2C(c2ccncc2)N1CCN1CCOCC1 (stereo not given)	.	13%	.	-3%	.	4%	1%	.	.
CCCCc1ccc(CC(=O)Nc2cc(S(=O)(=O)N3CCOCC3)ccc2O)cc1	-11%	-14%	4%	.	-2%	.	.	9%	-17
CC(=O)N1c2ccccc2C(=O)OC1c1cccnc1 (stereo not given)	-3%	-4%	-9%	-1%	-5%	-1%	23%	3%	-12
Cc1ccccc1-n1ncc2c([N+](=O)[O-])cc([N+](=O)[O-])cc21	2%	-1%	0%	-4%	-4%	?	-1%	1%	3
COc1ccc(-c2csc(N)n2)cc1F	-6%	-7%	16%	-12%	-7%	-18%	6%	-11%	-6
CCc1ccccc1NC(=O)N[C@@H](C)C(=O)OC	-5%	-3%	-6%	-1%	.	-17%	5%	10%	11
Cc1c(C(=O)NCCCN2CCOCC2)sc2ncnc(N3CCN(c4ccccc4)CC3)c12	-3%	2%	-4%	-1%	-4%	5%	3%	14%	2
CCCCn1c(N)c(N(CCOC)C(=O)CN2C(=O)C3CCCCC3C2=O)c(=O)[nH]c1=O (stereo not given)	0%	-7%	-2%	.	0%	.	.	3%	-20
COc1ccccc1C(=O)Nc1ccc(C(=O)OCc2cc(=O)n3nc(C4CC4)sc3n2)cc1	-13%	.	-7%[60.1 µM]	-1%	-8%	-7%	11%	10%	-2
CC1=C(C(=O)O)N2C(=O)C(NC(=O)c3nn(C)cc3Cl)C2SC1 (stereo not given)	-29%	2%	-11%	-11%	-1%	-5%	28%	13%	3
CCc1cc(=O)oc2c(CN3CCCC3)c(O)c(Cl)cc12	-10%	12%	-4%	2%	3%	517%[activator]	0%	10%	4
Cc1sc2nc(SCC(=O)NCc3ccco3)n(-c3ccccc3)c(=O)c2c1C	13%	5%	-7%[60.1 µM]	0%	-8%	-19%	29%	6%	4
O=C(N/N=C\c1cn[nH]c1-c1ccccc1)c1cccnc1	-1%	-1%	-5%[60.1 µM]	-2%	i	-15%	1%	9%	-7
Cc1ccc(NC(=O)N2CCN(C)c3ncccc32)cc1C	-11%	.	-6%	-3%	3%	-11%	35%	39%[activator]	.
O=C(/C=C/c1ccco1)N(Cc1ccc(Cl)cc1)C1CCS(=O)(=O)C1 (stereo not given)	?	7%	?	-7%	-7%	-6%	2%	40µM*	-3
NC(=O)c1nn(-c2ccccc2)nc1NC(=O)CN1CCCC1	-5%	2%	-2%	-7%	-5%	-5%	90%	16%	-6
O=C(CCSc1ccccc1)N1CCCC1	-13%	-3%	-3%	-8%	i	-2%	-3%	8%	-16
CCN(CC)CCCN(Cc1cc2cc3c(cc2[nH]c1=O)OCCO3)C(=O)Nc1ccccc1	-1%	0%	-20%	23%	-2%	-14%	18%	2%	-1
O=C(c1ccc2c(c1)OCO2)C1CCCN(Cc2cc(F)ccc2-n2cccn2)C1 (stereo not given)	-15%	5%	-18%	-1%	i	-20%	1%	83%[activator]	8
COc1cccc(CNC(=O)CCC2CCCN(C(=O)c3cccc(Cl)c3)C2)c1 (stereo not given)	-3%	4%	-6%	-3%	4%	-13%	21%	1%	10
CCOC(=O)CSc1nnc(CNc2ccc(Cl)cc2)n1Cc1ccccc1	-19%	-1%	-17%	0%	7%	-9%	-6%	5%	-9
O=C(N/C(=C\c1ccc(Br)cc1)C(=O)N1CCCC1)c1cccs1	-14%	-4%	1%	-3%	-6%	-23%	4%	105%[activator]	-12
COc1ccc(-c2c(O)c(C#N)c(-c3ccccc3)n(-c3ccc(OC)cc3)c2=O)cc1	-2%	-8%	-4%	-1%	-5%	-7%	5%	10%	.
O=C1C2=C(Nc3ccccc3SC2c2ccccc2C(F)(F)F)c2ccccc21 (stereo not given)	-8%	.	-6%	-10%	i	?	-16%	-19%	-11
COc1cc(NC(=O)C2CCCN(S(=O)(=O)c3ccc4c(c3)oc(=O)n4C)C2)c(C(=O)O)cc1OC (stereo not given)	-17%	.	-11%	-2%	-5%	0%	1%	51%[activator]	.

POLI inh, hit marks shown above
structure	Pol eta inh	APEX1 inh	Pol kappa inh	BLM inh	Tb PGK inh	POLI inh	RXFP1 antag
O=C(/C=C/c1ccco1)N(Cc1ccc(Cl)cc1)C1CCS(=O)(=O)C1 (stereo not given)	?	7%	?	-7%	-7%	40µM*	-3

Next records:
SMILES	Pol eta inh	APEX1 inh	Pol kappa inh	BLM inh	Tb PGK inh	Anesthetic bind	Pol beta inh	POLI inh	RXFP1 antag
O=C(CSc1nnc(Cc2ccccc2)n1-c1ccccc1)NNC(=O)Cc1ccccc1	-11%	-3%	-3%	1%	i	-13%	-29%	4%	-7
COc1ccc(F)cc1S(=O)(=O)N1CC(C)CC(C)C1 (stereo not given)	-8%	7%	-2%	-8%	0%	?	11%	7%[58.9 µM]	10
CCOC(=O)C1CCN(c2c(NCc3ccc(C(=O)Nc4ccc(C)cc4)cc3)c(=O)c2=O)CC1	-10%	2%	7%	-4%	-1%	-6%	4%	23%	-5
Cc1ccc(NC(=O)Cn2c(O)c(N=NC(=O)c3cc([N+](=O)[O-])ccc3O)c3ccccc32)cc1	.	7%	.	-3%	.	-3%	-18%	.	.
CC(OC(=O)CN1C(=O)NC(C)(C)C1=O)C(=O)c1ccccc1 (stereo not given)	-4%	6%	-6%	-4%	0%	-11%	0%	10%	-23
Cc1ccc(S(=O)(=O)NC(C)C(=O)N2CCOCCOCCOCCOCC2)cc1 (stereo not given)	-21%	54%[activator]	-7%	-3%	i	0%	-2%	147%[activator]	-2
O=C(Cn1c(=O)n(Cc2ccco2)c(=O)c2ccccc21)NCC1CCCO1 (stereo not given)	-17%	3%	6%	-1%	-1%	4%	-27%	12%	-9
CCOc1ccc(NS(=O)(=O)c2cc3c4c(c2)CCN4C(=O)CC3)cc1	2%	9%	-3%	.	-2%	.	.	21%	-7
CCOc1ccc2c(c1)c(N=NC(N)=S)c(O)n2C	6%	-8%	-1%	-14%	-2%	-6%	-3%	19%	-5
O=C(COC(=O)C1CC2CCCC(C1)C2=O)NC1CCCCC1 (stereo not given)	-19%	13%	-1%	.	i	.	.	22%	2
Cc1cccc(Nc2cc(=O)[nH]c(=O)[nH]2)c1	-17%	6%	-9%	-9%	-1%	10%	-1%	-9%	7
Cc1nc2nc(-c3ccco3)[nH]n2c(=O)c1Cc1ccccc1	-4%	2%	-10%	-4%	-7%	-11%	-12%	-10%	-3
Oc1ccc(/C=N/N(Cc2ccccc2)c2ccccc2)cc1	-10%	-3%	-3%	-10%	-9%	-13%	0%	126%[activator]	-11
Cn1c(=O)c2c(nc(NCCNC(=O)c3ccco3)n2Cc2ccc(Cl)cc2Cl)n(C)c1=O	-2%	-8%	-2%	1%	-5%	-16%	22%	-15%	-5
CCN1C(=O)[C@H]2[C@@H](c3ccc(C)cc3)N3C(=O)N(c4cccc(F)c4)C(=O)[C@@]3(CC)[C@H]2C1=O	-11%	5%	9%	0%	-3%	-12%	14%	23%	.
C[C@@H]1CC2OC(=O)[C@@]3(C)C(=O)CC[C@@](C)(C23)[C@@]1(O)CCc1ccoc1 (stereo not given in full)	-2%	26%	-5%	-3%	5%	-3%	4%	-30%	-16
CCn1c(=O)n(-c2ccc(Cl)cc2)c(=O)c2c3c(sc21)COC(C)(C)C3	-2%	-6%	-22%	-3%	-2%	-7%	8%	10%	6
CCCCc1nnc(SCCSc2nnc(CCCC)n2N)n1N	-10%	14%	-6%	-1%	-8%	12%	28%	89µM*	0
O=C(Cn1cccc1)Nc1ccc(OC(F)(F)F)cc1	0%	14%	0%	-5%	-3%	-14%	20%	-1%[58.9 µM]	-2
O=C1CC(c2cccs2)Cc2nc(NCC3CCCO3)ncc21 (stereo not given)	2%	-2%	-11%	-2%	-3%	-13%	15%	7%	20
COc1cc(Cl)c(C)cc1NC(=O)CCCN1C(=O)C(c2ccccc2)Oc2cccnc21 (stereo not given)	-7%	.	-12%	-7%	3%	53%[activator]	15%	-2%	.
COc1cccc(Nc2nc(C)nc3c2oc2ccccc23)c1	-18%	20%	1%	-5%	-1%	3%	-24%	?	-8
O=C(NCc1ccc(Cl)cc1)c1ccc(OCC2CCCO2)cc1 (stereo not given)	-9%	-3%	-3%	-1%	6%	2%	15%	18%	.
O=C(Nc1ccc(-c2nc3cc(Cl)ccc3o2)cc1)C1CCCO1 (stereo not given)	5%	2%	1%	-2%	6%	-7%	-6%	13%	13
Cc1cc(C)n(CCc2nc(-c3ccco3)cs2)n1	79µM*	?	71µM*	?	-14%	-21%	32µM*	14µM*	-3
CC(C)(C)C(CCl)C(=O)NN=C(c1ccccc1)c1ccccc1 (stereo not given)	-5%	8%	-2%	.	-9%	.	.	-27%	.
O=S(=O)(/N=C(/Nc1nc2ccccc2s1)c1ccccc1)c1ccc(F)cc1	-10%	20%	-3%	.	0%	.	.	-5%	-23
N#C/C(=C(/O)c1ccc(-c2cccc([N+](=O)[O-])c2)o1)c1nc2ccccc2s1	18µM*	-9%	?	?	-6%	-14%	-23%	50µM*	1
Cc1c(-c2cccc(NC(=O)Nc3ccc(Cl)cc3)c2)nc2ncccn12	-11%	.	2%[60.1 µM]	-10%	-3%	78%[activator]	-25%	1%	-36
CCOC(=O)c1ccc(N/C=C2\CCCCC2=O)cc1	1%	-2%	-12%	-4%	-7%	-7%	4%	-6%	-9

2 compounds from above, showing only BLM inh and RXFP1 antag.
| smiles | BLM inh | RXFP1 antag |
| --- | --- | --- |
| COc1cccc(Nc2nc(C)nc3c2oc2ccccc23)c1 | -5% | -8 |
| O=C(NCc1ccc(Cl)cc1)c1ccc(OCC2CCCO2)cc1 (stereo not given) | -1% | . |
